# aSyn yeast inh = qHTS of alpha-syn Inhibitors | Yeast expressing alpha-synuclein, growth rescue, BacTiter-Glo, 24 h | 0.14% of 370,000 active | Potency, µM (doses to about 46.1 µM), without a hit: top-dose growth rescue (activation), hits mostly activators; note: potency is the fitted concentration of half-maximal effect; % of control where 0% means no effect; nearly all actives have a fitted effect of over 65% in size
#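 Screening used galactose-induced yeast with toxic alpha-synuclein levels, exposed to compound for 24 hr at 30 deg C. Cell growth, read with BacTiter-Glo luminescence, gave the measured signal.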
# FUS suppressor = qHTS for Suppressors of FUS Proteinopathy: Primary screen using FUS-linked yeast assay | S. cerevisiae FUS-expressing, growth rescue, OD600, 24 h | Potency, µM (doses to about 76.6 µM), for inactives: at the top dose growth rescue (activation), usual class: activators | 0.24% of 390,000 active;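 note: potency is the fitted concentration of half-maximal effect; plate controls were DMSO vehicle for no effect and reference control for full effect; nearly all actives have a fitted effect of over 55% in size; some results filed as inactive show a strong effect at the top dose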
#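 FUS-expressing yeast, raffinose-pregrown, induced in 2% galactose minimal medium at OD 0.005; compounds in a dilution series, 24hr at 30C. Growth restoration read as absorbance at 600 nm. CP55940 positive control, DMSO negative.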
# Abeta rescue = qHTS for compounds that reverse cellular toxicity of Amyloid beta (A-beta) peptide in yeast: Primary Screen. Potency, µM (doses to about 46.1 µM), without a hit: at the highest dose growth rescue, most hits filed as activators. yeast expressing A-beta42, growth rescue, OD600, 48 h; response scale: 0% DMSO, 100% iron-clioquinol control. AID 1347071, 2019. 0.063% of 410,000 active; note: potency is the fitted concentration of half-maximal effect; nearly all actives have a fitted effect of over 55% in size
#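 Yeast growth medium received pinned compounds, then yeast cells expressing toxic A-beta were added; plates incubated at 30 C for 48 hr. Growth read as absorbance at 600 nm, normalized to DMSO and equimolar FeCl3 plus clioquinol controls.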
# EPAC2 ag = qHTS for Agonist of cAMP-regulated guanine nucleotide exchange factor 4 (EPAC2): primary screen | Rap guanine nucleotide exchange factor 4 (Homo sapiens), Q8WZA2 | EPAC2 activation, biochemical qHTS; response scale: 100% = 6.5 mM cAMP response | Potency, µM (titrated, usually from 154 µM), for inactives: at the top dose activation, most hits filed as activators | 0.079% of 360,000 active | AID 720711, 2013; note: potency is the fitted concentration of half-maximal effect; nearly all actives have a fitted effect of over 50% in size
# Target sequence (Q8WZA2 whole entry, looked up): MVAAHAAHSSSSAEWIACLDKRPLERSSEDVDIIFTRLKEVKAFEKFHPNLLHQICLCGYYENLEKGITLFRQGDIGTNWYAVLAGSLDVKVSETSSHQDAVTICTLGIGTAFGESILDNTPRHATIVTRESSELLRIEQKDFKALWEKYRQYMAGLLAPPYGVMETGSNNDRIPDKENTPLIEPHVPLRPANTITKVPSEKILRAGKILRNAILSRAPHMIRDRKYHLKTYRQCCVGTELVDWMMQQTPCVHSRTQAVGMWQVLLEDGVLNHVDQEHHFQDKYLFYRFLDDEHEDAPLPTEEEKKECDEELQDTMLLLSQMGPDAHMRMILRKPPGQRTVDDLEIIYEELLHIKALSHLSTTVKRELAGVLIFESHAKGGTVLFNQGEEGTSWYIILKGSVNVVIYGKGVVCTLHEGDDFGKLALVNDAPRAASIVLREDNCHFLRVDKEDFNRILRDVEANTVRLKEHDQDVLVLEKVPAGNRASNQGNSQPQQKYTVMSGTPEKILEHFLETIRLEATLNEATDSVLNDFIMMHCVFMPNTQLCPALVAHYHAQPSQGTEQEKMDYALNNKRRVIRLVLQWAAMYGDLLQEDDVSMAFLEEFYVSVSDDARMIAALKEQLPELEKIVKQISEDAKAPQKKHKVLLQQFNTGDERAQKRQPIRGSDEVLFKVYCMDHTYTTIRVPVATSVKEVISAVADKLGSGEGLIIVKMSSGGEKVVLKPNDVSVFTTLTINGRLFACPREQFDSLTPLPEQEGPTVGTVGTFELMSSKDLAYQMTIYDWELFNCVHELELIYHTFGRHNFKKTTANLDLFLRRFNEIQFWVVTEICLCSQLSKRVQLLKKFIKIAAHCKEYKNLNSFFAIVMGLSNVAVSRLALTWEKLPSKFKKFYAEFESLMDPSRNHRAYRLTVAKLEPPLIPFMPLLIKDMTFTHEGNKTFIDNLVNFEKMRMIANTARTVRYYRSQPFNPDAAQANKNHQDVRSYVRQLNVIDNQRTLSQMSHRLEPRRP
#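 Each well held 100 nM EPAC2, 250 nM RAP1B-BODIPY-GDP and 50 uM GDP. Fluorescence, read at 5-min intervals to 30 min, was referenced to a 6.5 mM cAMP positive control.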
# EPAC2 antagonist = qHTS for Antagonist of cAMP-regulated guanine nucleotide exchange factor 2 (EPAC2): primary screen | Rap guanine nucleotide exchange factor 4 (Homo sapiens), Q8WZA2 | EPAC2 GEF exchange of Rap1B-BODIPY-GDP, fluorescence | Potency, µM (series often up to 114 µM), for inactives: at the top dose activity, negative = inhibition, usual class: inhibitors | 0.18% of 360,000 active; note: potency is the fitted concentration of half-maximal effect; % is set by controls: 0 for no effect and ±100 for the full control effect; nearly all actives have a fitted effect of over 45% in size; many of its hits are not listed in these tables
# D3 ag = qHTS of D3 Dopamine Receptor Agonist: qHTS | D3R DiscoveRx beta-arrestin cells, luminescence, 90 min | 0.58% of 410,000 active | max activation, % | D(3) dopamine receptor (Homo sapiens), P35462 | AID 652048, 2013; in the data active = max activation above about 30%; note: 0% is about no effect; mostly tested at two doses, the higher about 12 µM
#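 Agonist-mode cell screen: cells plated at 1500/well and incubated overnight at 37 °C, then exposed to library compounds for 90 min at 37 °C. Detection reagent was added for 30–60 min at room temperature, and luminescence was read.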
# DRD3 antagonist = qHTS of D3 Dopamine Receptor Antagonist: qHTS; D(3) dopamine receptor (Homo sapiens), P35462; D3R cells, DiscoveRx beta-arrestin luminescence, antagonist mode; hits give low values; max response, negative = inhibition, %; 2.5% of 360,000 active; in the data active = max response below about -50%; inconclusive = no clear call, values can overlap the other calls; note: % is set by controls: 0 for no effect and ±100 for the full control effect; mostly tested at two doses, the higher about 12 µM
#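 Cells expressing the human receptor were seeded at 1500 cells/well, incubated overnight at 37 degrees C in 5% CO2, then exposed to library compounds with dopamine controls for 90 minutes at 37 degrees C before luminescent detection.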
# TDP-43 yeast inh = qHTS of TDP-43 Inhibitors | TDP-43 expressing yeast growth rescue, BacTiter-Glo, 24 h | Potency, µM (doses to about 46.1 µM), for the others: at the top dose growth rescue (activation), actives largely listed as activators | 1.8% of 410,000 active | AID 652104, 2013; note: potency is the fitted concentration of half-maximal effect; % of control where 0% means no effect; nearly all actives have a fitted effect of over 50% in size
#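 Cell-based yeast growth screen: TDP-43 expression induced in galactose, inoculum OD600=0.02 after raffinose pregrowth to mid-log. Read-out BacTiter-Glo luminescence at 24 hr, 30 deg C; inhibition of toxicity seen as signal increase.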
# The depositor's hits bear a star; ? = inconclusive; · = not tested or not shown; & = joins results of further samples; [ ] = another dose, or the depositor's remark. Unless noted, calls come from the whole dose curve; as a rule, active = well fitted curve in the direction sought with a large enough effect; inconclusive = small, poorly fitted or top-dose-only effect, or another doubt; inactive = no such curve, though single readings can be large; an effect the other way counts as inactive or inconclusive. This is a subset. The share of hits here may be higher or lower than overall.
SMILES,aSyn yeast inh,FUS suppressor,Abeta rescue,EPAC2 ag,EPAC2 antagonist,D3 ag,DRD3 antagonist,TDP-43 yeast inh
Cc1c(C2=CCN(S(=O)(=O)c3cccc(Cl)c3)CC2)c2ccccc2n1CC(=O)N1CCCC1,2%,?,2%,·,·,-5,·,23%
Cc1cc(OCCCC(=O)NCCN2C(=O)S/C(=C\c3cccnc3)C2=O)ccc1Cl,6%,-1%,2%,-3%,1%,8,5,-7%
Cc1ccsc1C(=O)NNC(=O)CCN1CCN(c2ccccc2)CC1,-5%,11%,-9%,11%,0%,4,?,2%
COC(=O)C1=C(C)N=C2SCCC(=O)N2C1c1cc(Br)ccc1OC (stereo not given),10%,20%,-4%,3%,-3%,0,2,-17%
CCCn1c(/N=C/c2cc(OC)ccc2O)nc2ccccc21,4%,-10%,-17%,4%,-2%,1,16,7%
CC(=O)Nc1nnc(SCC(=O)N2CCc3ccccc32)s1,-3%,22%,5%,12%,-1%,1,-9,-6%
COc1ccc(NC(=O)CCNS(=O)(=O)c2ccc3[nH]c(=O)oc3c2)cc1Cl,1%,-17%,6%,9%,1%,13,2,4%
CCn1c2ccc(F)cc2c2nc3ccccc3nc21,0%,4%,-9%,-3%,-5%,21,29,-5%[9.22 µM]
CCN(CC)CCCN(C(=O)c1ccccc1C)c1nc(-c2ccc(OC)cc2)cs1,1%,32%,-12%,-1%,-7%,-6,8,2%
CCOC(=O)C1CCCN(C(=O)c2cc(S(=O)(=O)N3CCCCC3)c[nH]2)C1 (stereo not given),-15%,-16%,-13%,5%,-1%,2,1,14%
Cc1cc2n(n1)CCC(=O)N2Cc1ccc(C(=O)Nc2ccc(Br)c(C)c2)cc1,·,-10%,-8%,·,·,10,·,-5%
CC(=O)NC(C)c1cc(F)c2cccnc2c1O (stereo not given),·,-12%,-19%,5%,10%,·,·,·
Cc1[nH]c(=O)[nH]c(=O)c1S(=O)(=O)Nc1ccc(Cl)c([N+](=O)[O-])c1,1%,10%,-16%,9%,4%,3,-25,2%
COc1ccc(-c2cc(NC(C)=O)c3ncc(-c4cccc(C(C)=O)c4)n3c2)cc1OC,1%,34%,-1%,7%,-15%,0,55,?
CCOc1ccc(S(=O)(=O)NCc2ccccc2OC)cc1,5%,-36%,?,4%,-8%,3,-5,26%
Cc1ccc(-n2c3c(c(=O)[nH]c2=S)C(C(F)(F)F)(C(F)(F)F)NC(=O)N3)cc1,3%,21%,10%,9%,0%,15,-10,-1%
C[C@@H]1CCC2[C@](C)(CO)[C@@H](O)CC[C@]2(C)[C@@]12CCC(CO)(CCO)O2 (stereo not given in full),14%,12%,1%,-3%,-2%,0,-2,5%
O=S(=O)(NCc1ccc(Cl)cc1Cl)c1cccs1,0%,-12%,0%,7%,-26%,-4,11,8.9µM*
CCOc1[nH]n(-c2ccccc2)c(=O)c1C=Nc1ccc(F)cc1F,0%,-18%,5%,1%,-10%,2,11,19%
N#Cc1nc(-c2ccccc2)oc1NCc1ccco1,-1%,-16%,7%,9%,-24%,4,-16,25%
COc1ccc(C(C(=O)Nc2ccc3c(c2)OCCO3)n2c(=O)c(-c3ccco3)nc3ccccc32)cc1 (stereo not given),5%,44%,12%,11%,6%,-5,-10,17%
CCCOc1ccc(C(=O)Nc2nonc2-c2ccc(OCC)cc2)cc1,·,9%,-12%,·,·,-3,·,-11%
CCOC(=O)N1CCC2(CC1)C(C(=O)C13CC4CC(CC(C4)C1)C3)C2(C#N)C#N (stereo not given),8%,-5%,7%,3%,-1%,2,?,3%
Cc1cc(C)n2nc(S(=O)(=O)Nc3c(Cl)cccc3Cl)nc2n1,17%,15%,-24%,4%,-1%,-14,-5,-9%
COCc1c(C(=O)N/N=C(/C)c2ccc(OCc3ccccc3)cc2)nnn1-c1nonc1N,2%,6%,10%,9%,7%,-7,0,-10%
# Additional entries.
SMILES,aSyn yeast inh,FUS suppressor,Abeta rescue,EPAC2 ag,EPAC2 antagonist,D3 ag,DRD3 antagonist,TDP-43 yeast inh
COc1ccc(C2=NS(=O)(=O)N(C)C(C(=O)Nc3cc(C)ccc3O)=C2)cc1OC,-4%,15%&14%,6%&16%,2%,-15%,5&0,33,10%&24%
O=C(NC(=S)NCc1ccccc1)c1ccccc1F,·,-2%,18%,9%,-10%,-6,-21,?
CCCC(=O)Nc1ccc2oc(-c3ccc(OC)c(Br)c3)nc2c1,-1%,25%,2%,-10%,-1%,-5,16,29%
O=C(Nc1ccccc1-c1nc2ccccc2s1)c1cccnc1,0%,-1%,-9%,5%,-2%,8,43,-6%
Cc1c(CCC(=O)NCCC(=O)O)c(=O)oc2cc3occ(-c4ccccc4)c3cc12,?,46%,18%,-2%,-29%,-2,16,3%
Cc1ccc(C(=O)c2cn[nH]c2-c2cc(Cl)ccc2O)cc1,?,0%,-18%,6%,-5%,0,5,-21%
O=C(CSc1ccc(-c2ccc(-n3cccn3)cc2)nn1)Nc1ccccc1F,-6%,-2%,23%,-13%,0%,7,0,13%
CCSc1nnc(-c2cc(Br)ccc2N)c(=O)[nH]1,-3%,3%,-7%,5%,0%,1,3,-5%
O=C(CCN1C(=O)C2CCCCC2C1=O)Nc1cc([N+](=O)[O-])ccc1Cl (stereo not given),0%[1.84 µM],1%,3%,5%,7%,-12,-6,7%
Cc1ccc(NC(=O)COC(=O)c2c(-c3ccccc3)noc2C)cc1,4%[1.84 µM],-3%,12%,-4%,-7%,-9,-1,15%
CCCOC1CCCN(C(=O)CCCn2nnnc2CN2CCOCC2)C1 (stereo not given),-3%,-2%,-12%,4%,2%,-2,0,-16%
CC(C)[C@H](NC(=O)Nc1ccccc1F)C(=O)O,-6%,-13%,-16%,0%,7%,-1,-3,-14%
CC1C(c2ccccc2)C(C#N)(C#N)C2(C#N)C(=O)NC1(N)C2C (stereo not given),11%,14%,-4%,2%,-1%,0,-15,6%
CN1C=CC=C/C1=C1\SC(=S)N(N)C1=O,-10%,-8%,2%,4%,-1%,-2,1,15%
O=C(O)c1cc(S(=O)(=O)Nc2cccc(S(=O)(=O)N3CCCC3)c2)ccc1Cl,-6%,20%,4%,2%,-1%,7,8,-2%
O=C(CSc1nnc(C2CC2)n1C1CC1)Nc1cccc(Br)c1,8%,-20%,-10%,12%,19%,-2,-10,-22%
Cc1ccc2nc(C)c(C(=O)N/N=C/c3cccs3)cc2c1,-1%,·,0%,2%,-1%,-6,0,-12%
Cc1cccc(NC(=O)CSc2nc(=O)n(Cc3cccnc3)c3c2CCC3)c1,·,24%,-4%,·,·,4,·,17%
Cc1nn(-c2ccccc2)c2c1C(O)CC(C)(C)C2 (stereo not given),6%,-25%,1%,2%,?,5,2,2%
COc1cccc(CN(C)CC(=O)Nc2cccc(S(N)(=O)=O)c2)c1OC,-3%,·,-2%,0%,-1%,-15,-6,-18%
COCCNc1nc(NCCCN2CCCC2=O)c2sc(-c3ccccc3)cc2n1,-5%,-4%,-11%,8%,-9%,-3,11,13%
O=C(N/C(=C/c1ccc(Br)cc1)C(=O)N1CCOCC1)c1cccs1,0%,4%,-6%,8%,-9%,4,1,-6%
CSCC[C@H](NC(=O)N1CCn2c1nc1ccccc12)C(=O)NCc1ccccc1,-3%,19%,8%,15%,-3%,-4,1,-2%
CC(C)(C)c1ccc(OCc2nc(-c3ccccn3)no2)c(Br)c1,6%,?,7%,8%,-25%,0,-7,?
S=c1nc(-c2cccc(Cl)c2)[nH][nH]1,-11%,3%,3%,9%,11%,6,-55*,-8%

# Whole records, looked up by structure.
# Cc1ccc2nc(C)c(C(=O)N/N=C/c3cccs3)cc2c1 across the screens: aSyn yeast inh = -1%; FUS suppressor = ·; Abeta rescue = 0%; EPAC2 ag = 2%; EPAC2 antagonist = -1%; D3 ag = -6; DRD3 antagonist = 0; TDP-43 yeast inh = -12%
# O=C(O)c1cc(S(=O)(=O)Nc2cccc(S(=O)(=O)N3CCCC3)c2)ccc1Cl across the screens: aSyn yeast inh = -6%; FUS suppressor = 20%; Abeta rescue = 4%; EPAC2 ag = 2%; EPAC2 antagonist = -1%; D3 ag = 7; DRD3 antagonist = 8; TDP-43 yeast inh = -2%

# The results go on.
SMILES,aSyn yeast inh,FUS suppressor,Abeta rescue,EPAC2 ag,EPAC2 antagonist,D3 ag,DRD3 antagonist,TDP-43 yeast inh
COc1cccc(C(=O)Nc2ccc(C)cc2)c1,-9%,24%,-16%,11%,16%,-5,-10,-23%
COc1cccc(N2CCN(C(=O)CSc3ccc(F)cc3)CC2)c1,-2%,9%,10%,13%,1%,-7,-19,?
Cc1cc(C(=O)OCC(=O)c2cccc([N+](=O)[O-])c2)c2cccc(C)c2n1,8%,-8%,18%,-7%,3%,7,14,?
CCCCCCc1c(C)c2ccc(OCC(=O)N[C@@H](Cc3ccccc3)C(=O)O)cc2oc1=O,8%,?,13%,-16%,?,14,2,?
NC(=O)NCc1ccc(Cl)cc1,-2%,?,0%,10%,-13%,0,-20,-13%
CCOCCCNC(=O)C(NC(=O)C1CCC(=O)N1)c1ccc(C)cc1 (stereo not given),0%,15%,1%,2%,-1%,-3,7,0%
COc1ncnc(OC)c1NC(=O)c1ccc(F)cc1,3%,43%,3%,2%,2%,-4,1,-1%
CCC(C)NS(=O)(=O)c1ccc(S(=O)(=O)Nc2cc3c(cc2C(C)=O)OCO3)cc1 (stereo not given),-9%,7%,2%,16%,-8%,2,-11,-16%
O=C1c2ccccc2C(=O)N1CCCCc1cn(C[C@H]2CC[C@@H]([C@@H]3CC[C@H](Cn4cc(CCCCN5C(=O)c6ccccc6C5=O)nn4)O3)O2)nn1,-5%,27%,-1%,15%,-3%,51*,66,24%
CC1CCN(CCCn2c(=S)[nH]c3ccccc3c2=O)CC1,-16%,25%,-8%,15%,0%[57.1 µM],-17,-15,-16%
COc1ccc(CCNC(=O)Cn2c(=O)n(Cc3ccco3)c(=O)c3ccc(Cl)cc32)cc1OC,-2%,15%,0%,-3%,12%,0,-2,-9%
CCc1ncc(CN2CCCCC2C(=O)Nc2ccc(Oc3ccccc3)nc2)cn1 (stereo not given),-4%,7%,-12%,2%,2%,1,4,19%
